# TAAR1 ag: human TAAR1 agonists, primary screen, Fluo-8 calcium fluorescence, CHO RD-HGA16 cells. Trace amine-associated receptor 1 (Homo sapiens), Q96RJ0. vehicle wells 0%, saturating PEA agonist 100%. activation, % at 3 µM. hit rate 0.99% among 360,000. AID 624467, 2012;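 active = activation above the mean activation of all test compounds in the run plus 3 SD, cut at about 38% in these data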
#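 Repeats: no replicates (n 1) | Material: CHO-derived RD-HGA16 cells with stable Gα16 and human TAAR1 | Technique: Kinetic Fluo-8 calcium fluorescence | Schedule: 17-24 h seeding, 75 min 37 °C dye, 30 min RT | Evaluation: % activation from peak over basal fluorescence ratio, DMSO-to-PEA scaled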
# CHRM1 PAM: human M1 muscarinic receptor positive allosteric modulators, primary screen, CHO-K1 cells, Fluo-8 calcium fluorescence, 1536-well. Muscarinic acetylcholine receptor M1 (Homo sapiens), P11229. CHO-K1 hM1, ACh EC20; 0% = ACh EC20, 100% = maximal ACh. activation, % at 3 µM. hit rate 0.088% among 360,000. AID 588819, 2011; in the data active = activation above about 19%, passing the limit was not always enough
# Target sequence (P11229 whole entry, looked up): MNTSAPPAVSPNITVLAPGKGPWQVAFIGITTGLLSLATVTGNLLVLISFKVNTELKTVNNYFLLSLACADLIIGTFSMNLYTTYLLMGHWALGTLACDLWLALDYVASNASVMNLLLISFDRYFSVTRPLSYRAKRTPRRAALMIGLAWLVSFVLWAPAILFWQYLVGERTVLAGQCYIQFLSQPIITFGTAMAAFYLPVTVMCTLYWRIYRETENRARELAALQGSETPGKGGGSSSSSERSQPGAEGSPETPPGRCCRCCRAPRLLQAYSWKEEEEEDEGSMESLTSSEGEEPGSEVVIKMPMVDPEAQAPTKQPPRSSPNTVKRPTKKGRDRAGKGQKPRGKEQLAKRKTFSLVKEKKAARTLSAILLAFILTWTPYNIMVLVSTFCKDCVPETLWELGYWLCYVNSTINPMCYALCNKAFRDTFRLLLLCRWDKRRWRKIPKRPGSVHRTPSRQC
# CHRM4 agonist: human M4 muscarinic receptor agonists, primary screen, CHO-K1 cells, Fluo-8 calcium fluorescence; Muscarinic acetylcholine receptor M4 (Homo sapiens), P08173; CHO-K1 hM4/Gqi5; vehicle 0%, full acetylcholine response 100%; activation, % at 3 µM; hit rate 0.14% among 360,000; AID 624127, 2012;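 active = activation above the run mean over all test wells plus 3 SD, cut at about 32% in these data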;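 note: peak over basal fluorescence ratio per well then scaled between controls; 0% = DMSO wells and 100% = acetylcholine at EC100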
# Target sequence (P08173 whole entry, looked up): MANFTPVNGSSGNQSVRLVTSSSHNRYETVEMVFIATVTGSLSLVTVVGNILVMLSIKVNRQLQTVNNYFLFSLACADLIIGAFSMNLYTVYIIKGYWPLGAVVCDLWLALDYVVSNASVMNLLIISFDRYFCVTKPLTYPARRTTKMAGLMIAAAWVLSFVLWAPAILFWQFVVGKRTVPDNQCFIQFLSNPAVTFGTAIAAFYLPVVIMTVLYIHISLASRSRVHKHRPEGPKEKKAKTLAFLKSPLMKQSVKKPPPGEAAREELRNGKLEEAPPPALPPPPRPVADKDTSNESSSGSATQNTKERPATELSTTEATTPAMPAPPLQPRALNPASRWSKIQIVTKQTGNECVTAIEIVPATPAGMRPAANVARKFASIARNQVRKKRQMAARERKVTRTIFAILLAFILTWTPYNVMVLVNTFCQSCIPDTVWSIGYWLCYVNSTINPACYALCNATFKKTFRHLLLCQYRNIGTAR
# M5 PAM: human M5 muscarinic receptor positive allosteric modulators, primary screen, CHO-K1 cells, Fluo-8 calcium fluorescence; activation, % at 3 µM; AID 624038, 2012; CHO-K1 hM5, ACh EC20 PAM; 0% = ACh EC20, 100% = ACh EC100; hit rate 0.3% among 360,000; Muscarinic acetylcholine receptor M5 (Homo sapiens), P08912;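 active = activation above the run cutoff, the mean activation of all test compounds plus 3 SD, cut at about 18% in these data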
#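 Test system: CHO-K1 hM5 cells / Doses: single-point, 3 µM nominal / Times: Post-acetylcholine fluorescence recording 140 s / Technique: Fluo-8 calcium fluorescence / Measure: Max/basal fluorescence ratio as % of EC20–EC100 ACh window / Benchmarks: low control EC20 acetylcholine (0%), high control EC100 acetylcholine (100%) / Replicates: one well per compound, no replicates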
# CHRM1 antagonist: human M1 muscarinic receptor antagonists, primary screen, CHO-K1 cells, Fluo-8 calcium fluorescence, 1536-well. Muscarinic acetylcholine receptor M1 (Homo sapiens), P11229. CHO-K1 hM1, ACh EC80 antagonist. inhibition, % at 3 µM. hit rate 1.3% among 360,000. AID 588852, 2011;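 active = percent inhibition above its own plate's cutoff, namely the mean of that plate's compound wells plus 3 SD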;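 note: peak over basal fluorescence ratio during 140 s after agonist addition; 0% = ACh EC80 plus DMSO and 100% = DMSO alone without agonist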
# M5 antag: human M5 muscarinic receptor antagonists, primary screen, CHO cells, Fluo-8 calcium fluorescence | CHO-hM5 cells, ACh EC80 | inhibition, % at 3 µM | hit rate 0.59% among 360,000;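 active = inhibition above a per-plate cutoff, the mean of that plate's test compounds plus 3 SD, cut at about 27% in these data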;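 note: 0% = acetylcholine EC80 with DMSO and 100% = DMSO without agonist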
# CHRM4 antagonist: human M4 muscarinic receptor antagonists, primary screen, CHO cells, Fluo-8 calcium fluorescence; AID 624125, 2012; CHO-hM4 cells, ACh EC80; inhibition, % at 3 µM; hit rate 0.73% among 360,000; Muscarinic acetylcholine receptor M4 (Homo sapiens), P08173;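 active = inhibition above its plate's cutoff, the mean inhibition of sample wells plus 3 SD, cut at about 27% in these data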;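 note: 0% = acetylcholine EC80 with DMSO and 100% = DMSO without agonist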
# CHRM1 agonist: human M1 muscarinic receptor agonists, primary screen, Fluo-8 calcium fluorescence, CHO-K1 cells, HTS; activation, % at 3 µM; hit rate 0.33% among 360,000; Muscarinic acetylcholine receptor M1 (Homo sapiens), P11229; CHO-K1 hM1, agonist mode; 0% DMSO, 100% acetylcholine EC100;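 active = activation above the run's mean compound activation plus 3 SD, cut at about 16% in these data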;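 note: peak over basal fluorescence ratio within a 140 s kinetic read after compound addition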
# CHRM5 agonist: human M5 muscarinic receptor agonists, primary screen, CHO-K1 cells, Fluo-8 calcium fluorescence. Muscarinic acetylcholine receptor M5 (Homo sapiens), P08912. CHO-K1 hM5 cells; 0% DMSO wells, 100% maximal acetylcholine response. activation, % at 3 µM. hit rate 0.19% among 360,000;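 active = activation above the run's mean over test compounds plus 3 SD, cut at about 23% in these data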;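 note: signal is peak over basal fluorescence ratio across the kinetic read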
# The depositor's hits bear a star; . = not tested or not shown. A portion of the library; rates above refer to the full screens.
SMILES,TAAR1 ag,CHRM1 PAM,CHRM4 agonist,M5 PAM,CHRM1 antagonist,M5 antag,CHRM4 antagonist,CHRM1 agonist,CHRM5 agonist
COC(=O)c1ccccc1NC(=O)c1ccc(COc2cccc3ccccc23)o1,-2,9,0,-2,-7,3,1,-5,-1
CCN(CC)CCNc1nc(-c2ccc(OC(F)F)cc2)c(C)s1,9,1,2,0,2,-7,0,-5,-7
CN(C)c1ccc(/C=N/NC(=O)c2ccc(Cn3cc(Br)cn3)o2)cc1,-1,-1,1,-7,3,3,-10,-2,-1
O=c1[nH]c(/C=C/c2ccc([N+](=O)[O-])cc2)c([N+](=O)[O-])c(=O)[nH]1,5,4,0,-1,-9,11,0,-1,-2
COc1ccc(C2CC(c3ccc([N+](=O)[O-])cc3)=NN2C(=O)c2ccccc2)cc1OC (stereo unspecified),0,5,0,-1,-2,0,-18,-5,-4
CC(=O)c1cccc(N(CC(=O)Nc2cc(C)cc(C)c2)S(C)(=O)=O)c1,2,5,0,-4,-1,-1,2,-2,0
O=S1(=O)CC(c2ccccc2)=NN=C(c2ccccc2)C1,-1,7,0,2,-15,0,-5,0,0
CCCn1c(CN2CCN(C(=O)OCC)CC2)nc2cc(NC(=O)C(C)C)ccc21,1,17,3,0,-26,6,-9,-6,-1
O=C(NCc1ccco1)c1ccccc1NS(=O)(=O)c1cccs1,6,-8,1,-5,16,2,0,-2,-1
COc1ccc(NC(=O)/C(C#N)=C\c2cc(C)n(-c3ccc(Oc4ccc([N+](=O)[O-])cn4)cc3)c2C)cc1,-3,2,3,-3,3,-3,-6,-2,1
COc1ccccc1C(=O)Nc1ccc2c(c1)nc(CCNC(=O)c1ccccc1)n2C,9,-3,9,-7,-10,10,-5,-4,0
CCN(CC)CCCN1C(=O)c2oc3ccccc3c(=O)c2C1c1cccc(OC)c1OC (stereo unspecified),4,5,2,0,-6,-1,-6,-10,2
CCCCOCP(=O)(CCCC)COCCCC,10,4,1,3,-12,2,-5,-4,-3
CCOc1ccc2nc(NC(=O)CCn3cccc3)sc2c1,0,2,1,-7,-7,1,-7,0,3
CC(Cc1ccccc1)NC(=O)CSc1nc2nc3c(cc2c(=O)n1-c1ccccc1)COC(C)(C)C3 (stereo unspecified),5,8,1,-1,-5,0,2,16*,-1
O=C(O)CSCC(=O)N1CCCN(c2ccc(C(F)(F)F)cn2)CC1,0,4,1,8,-12,-14,-1,-3,0
O=C(N/N=C/c1ccccc1OCc1ccccc1)c1cccs1,-1,2,0,-8,-2,9,-4,-3,-3
CC(=C1C(=O)c2ccccc2C1=O)N1CCN(C/C=C/c2ccccc2)CC1,5,6,-1,2,-4,-10,9,-3,-4
O=C(C1CC1)N1CCN=C1SCc1cccc(C(F)(F)F)c1,21,-4,1,11,-7,-7,0,-1,0
COCCNc1nc(NCc2cccc(OC)c2OC)c2sccc2n1,1,-9,6,-7,1,9,-2,-6,0

# Laid out differently: 2 of the compounds above
compound	TAAR1 ag	CHRM1 PAM	CHRM4 agonist	M5 PAM	CHRM1 antagonist	M5 antag	CHRM4 antagonist	CHRM1 agonist	CHRM5 agonist
CCN(CC)CCCN1C(=O)c2oc3ccccc3c(=O)c2C1c1cccc(OC)c1OC (stereo unspecified)	4	5	2	0	-6	-1	-6	-10	2
O=c1[nH]c(/C=C/c2ccc([N+](=O)[O-])cc2)c([N+](=O)[O-])c(=O)[nH]1	5	4	0	-1	-9	11	0	-1	-2

# (list continues)
SMILES,TAAR1 ag,CHRM1 PAM,CHRM4 agonist,M5 PAM,CHRM1 antagonist,M5 antag,CHRM4 antagonist,CHRM1 agonist,CHRM5 agonist
CCCCCNC(=O)C1CCC(Cn2c(=S)[nH]c3ccccc3c2=O)CC1 (stereo unspecified),-1,7,2,3,-1,-2,-5,-3,1
Cc1ccc(NC(=O)Cc2c(F)cccc2Cl)cc1S(=O)(=O)N1CCOCC1,2,-16,5,-1,24,11,0,-2,0
Cc1ccccc1OCCNC(=O)c1ccc2ccccc2n1,-1,8,-2,0,-3,-4,-8,-8,-4
CCCCNC(=O)NNC(=O)c1ccc(F)cc1,-2,8,1,-7,3,7,6,-3,-1
CCOC(=O)C1CCN(S(=O)(=O)c2ccc(NC(=O)OC)cc2)CC1,0,1,3,-2,-3,5,3,-2,2
CC(C)C[C@H]1COc2cc(N3CCC[C@H]3CO)ccc2S(=O)(=O)N1,4,.,1,-2,.,5,10,.,3
CCC1(c2ccccc2)NC(=O)N(CC(=O)c2ccc3c(c2)OCO3)C1=O (stereo unspecified),1,1,6,-2,-4,0,-4,3,6
CCCn1nc(Oc2nc(NC(C)C)nc(N(C)C)n2)ccc1=O,2,11,0,-3,-5,4,-2,-5,-4
COc1cccc(OC)c1OCCOCCn1cnc2ccccc2c1=O,10,3,0,-2,-5,-5,-2,-3,1
COC(=O)c1ccccc1NC(=S)N1CCN(c2ccccn2)CC1,0,18,2,10,-21,-3,1,-3,0
CC1CCCC(C)N1C(=O)COC(=O)C12CC3CC(CC(Cl)(C3)C1)C2 (stereo unspecified),16,-2,6,-8,4,0,2,-5,-6
COCCn1c(NC(=S)NC(=O)C2CC2)cc(=O)[nH]c1=O,0,2,1,12,1,1,-5,-4,4
N#Cc1c(NC(=O)CSc2ncn(-c3ccccc3)n2)sc2c1CCCC2,3,6,1,7,-21,-6,-1,5,4
Cc1cc(C)cc(NC(=O)C(=O)NCC2CCCN2S(=O)(=O)c2cccs2)c1 (stereo unspecified),3,1,5,0,2,6,-5,-4,-2
CCn1c(SCC(=O)Nc2nc(C)c(C)s2)nc2cccnc21,5,-1,2,-8,5,3,2,0,-1
CC(=O)c1ccc(NC(=O)C(C)NCc2ccccc2Cl)cc1 (stereo unspecified),3,3,1,2,-9,6,-8,1,2
O=C(CCn1nc(-c2ccccc2)ccc1=O)N1CCCC1,0,1,0,-1,1,-1,-13,-2,0
CC1=CC(=O)C=C(C)C1=NOc1ccc([N+](=O)[O-])cc1,13,-4,1,12,4,-2,-4,-3,3
CC(=O)Nc1nc(SCc2ccc(Cl)cc2Cl)n[nH]1,6,9,0,-3,-16,0,-4,-5,-1
Cc1cc(O)c(C(C)C)cc1NC(=O)Cn1nc(C)c2ccccc2c1=O,22,8,2,-6,-3,10,5,0,2
O=C(c1cccn(Cc2cccc(Cl)c2)c1=O)N1CCOCC1,11,6,0,2,-7,-4,5,0,-1
Cc1c(C(=O)N2c3ccccc3CC2C)oc2ccccc12 (stereo unspecified),-2,2,-2,3,-6,-17,2,-4,-2
O=C(NCc1cccc(Cl)c1)C1CCC(=O)N(CCCN2CCOCC2)C1 (stereo unspecified),0,9,-1,1,-17,1,-6,0,-3
CSc1cccc(NS(=O)(=O)c2ccc(C(C)=O)cc2)c1,10,1,10,-7,3,5,-4,0,6
CCOc1cc(C(=O)NCCN2C(=O)S/C(=C\c3cccnc3)C2=O)cc(OCC)c1OCC,12,-12,10,-15,10,17,-4,-2,0
Cc1ccc(Nc2nc(CSc3nnc(-c4ccccc4)n3C)cs2)cc1,-1,13,0,-2,-13,-1,1,-11,-5
O=C(Nc1ccc(NC(=O)c2ccco2)c(Cl)c1)c1cccc([N+](=O)[O-])c1,1,1,1,-8,-3,24,3,-9,-3
O=C(CCC(=O)NNC(=O)Nc1ccc(Cl)cc1)NCc1ccccc1,.,4,0,-1,-2,6,13,-2,-2
O=C(Nc1ccc(Cl)cn1)C1CCCN1S(=O)(=O)c1ccc(Cl)cc1 (stereo unspecified),10,-5,1,-4,6,6,6,-7,-2
CCc1nc2n[nH]c(N)c2c2c1CSC(C)(C)C2,0,2,0,-3,1,1,6,-2,1
NS(=O)(=O)c1ccc(NC(CNS(=O)(=O)c2ccccc2)c2ccccc2)cc1 (stereo unspecified),0,4,0,-1,-5,7,6,-4,-1
CONC(=O)Nc1ccccc1[N+](=O)[O-],0,8,0,3,-9,1,-3,-4,-4
COc1ccc(N(CC(=O)Nc2ccccc2C)S(=O)(=O)c2c(C)[nH]c(=O)[nH]c2=O)cc1,-1,1,0,0,4,4,4,-2,1
COc1ccc(C2CC(c3cccc(C)c3)n3ncnc3N2)cc1 (stereo unspecified),3,-3,1,-7,-6,6,5,-6,0
CC(=O)c1cccc(CN2CCCC(C(=O)Nc3cccc(-n4cccn4)c3)C2)c1 (stereo unspecified),5,1,4,-3,-6,-3,-10,-5,-7
CC1=NN(c2ccccc2)C(=O)/C1=C\c1cn(-c2ccccc2)nc1C,15,-1,0,6,5,-8,-6,-6,-2
O=C(CSc1ccncc1)Nc1ccc(S(=O)(=O)Nc2nccs2)cc1,3,0,0,11,2,-8,-2,-4,-2
COC(=O)c1ccc(CSc2cc(C)c3ccccc3n2)o1,3,7,-1,-1,-11,9,1,-7,-6
OC(c1ccc(F)c(F)c1)c1ncc(-c2ccc(F)cc2)[nH]1 (stereo unspecified),3,5,3,-5,-10,8,-12,0,1
CC1(C(=O)NS(=O)(=O)C2CC2)CCCN(C(=O)c2cccc(OC(F)(F)F)c2)C1 (stereo unspecified),3,-4,1,-1,-8,-1,-20,-3,-1
O=C(NCc1ccc(Cl)cc1)c1ccncc1,1,5,3,-1,-8,5,1,-1,2
CCn1c(=O)cc(OCC(=O)N2CCCCCC2)c2ccccc21,2,5,2,4,-9,-8,-1,-3,-1
CCN(C(=S)NC(=O)c1ccco1)c1cccc2ccccc12,1,7,1,6,-7,2,6,-5,0
CC(C)[C@H]1COCCS(=O)(=O)N1Cc1ccccc1-c1ccc(F)cc1,2,-5,-2,-5,-6,-5,-2,-10,-2
Cc1cc(C)c2c(N)c(C(=O)NCc3ccco3)sc2n1,15,10,8,3,-9,1,-1,-3,-1
CCC(C(=O)NC1CCCC1)n1c(-c2cc3ccccc3[nH]2)nc2ccccc21 (stereo unspecified),-2,.,9,3,.,-2,2,.,1
O=C(c1ccc(Cl)cc1)N1CCN(S(=O)(=O)/C=C/c2ccccc2)CC1,0,-15,8,-9,7,1,1,-6,1

# Some of these compounds in order of the M5 antag value, largest number first:
SMILES	M5 antag
CCN(C(=S)NC(=O)c1ccco1)c1cccc2ccccc12	2
Cc1cc(C)c2c(N)c(C(=O)NCc3ccco3)sc2n1	1
CCC(C(=O)NC1CCCC1)n1c(-c2cc3ccccc3[nH]2)nc2ccccc21 (stereo unspecified)	-2
CC(C)[C@H]1COCCS(=O)(=O)N1Cc1ccccc1-c1ccc(F)cc1	-5

# From PubChem
